Screens: PubChem, several laboratories
IL1B cytotox: HUVEC cytotoxicity counter-screen, IL-1B stimulated; HUVEC cell count loss, Hoechst imaging; cell count reduction, % at 2 µM; actives 0.41% (n = 94,000); AID 845;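 active = cell count reduction more than 3 SD above the screen-wide mean, cut at about 70% in these data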;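 note: normalized per plate to untreated control cells as the no-loss baseline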
E coli WT exp: E. coli BW25113 growth inhibition, expanded screen; growth inhibition, % at 100 µM; AID 710; actives 0.15% (n = 98,000); OD600 absorbance;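 active = growth inhibition above about 50% at one test dose, limit read from the data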;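 note: growth measured after 20 h incubation at 37 °C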
TNFa cytotox: HUVEC cytotoxicity counter-screen, TNF alpha stimulated; HUVEC TNFalpha-stimulated, Hoechst cell count, imaging; cell count reduction, % at 2 µM; actives 0.17% (n = 93,000);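 active = cell count reduction exceeding the screen mean by over 5 SD, scaled to untreated wells per plate, cut at about 78% in these data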;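 note: cells counted after 24 h of TNF alpha exposure following the 1 h pretreatment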
DAT uptake mod: modulates human dopamine transporter uptake under cocaine; Q01959; LLC-PK1 hDAT cells, [14C]-dopamine uptake with cocaine IC80; actives deviate in either direction; B-score at 10 µM; actives 1.3% (n = 110,000);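 active = Z score or B-score, a plate-position-corrected score, falls beyond the plate's 99.7% confidence bounds, in either direction; inactive = both scores lie inside the 99.7% bounds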;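 note: scored against the spread of the other compound wells on the same plate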
PLK1 kinase inh: PLK1 (human) kinase inhibition; P53350; recombinant PLK1 kinase, TR-FRET peptide phosphorylation; inhibition, % at 10 µM; actives 0.53% (n = 97,000);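 active = inhibition of 50% or more in the single-concentration screen; inactive = inhibition below 50%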;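 note: 0% = DMSO max control and 100% = H-89 dihydrochloride min control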
cytoskel mod: modifiers of cytoskeleton assembly; HUVEC TNFa F-actin phalloidin imaging, high content; inhibition, % at 2 µM; actives 0.18% (n = 91,000); AID 836;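 active = inhibition above the batch mean plus 3 SD and confirmed as a hit by visual image inspection, cut at about 30% in these data, passing the limit was not always enough; inconclusive = above the inhibition threshold but rejected on visual inspection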; note: strong numbers were not always called active
VCAM1 TNFa inh: reduces TNF alpha induced VCAM1 expression in HUVEC; AID 802; actives 0.48% (n = 95,000); HUVEC TNFa-induced VCAM-1 immunofluorescence, high-content imaging; inhibition, % at 2 µM;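 active = inhibition above the batch mean plus 3 SD, with images confirmed as a hit by eye, cut at about 37% in these data; inconclusive = inhibition above that limit but hit not confirmed in images; inactive = inhibition not above that limit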;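 note: 0% = TNF-stimulated DMSO wells and 100% = unstimulated control wells; not every result past the cut was called active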
PLK1 PBD inh: inhibitors of human Plk1 polo box domain binding | P53350 | inhibition, %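 (tested at about 20 µM)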 | actives 0.13% (n = 97,000) | Plk1 PBD phosphopeptide binding, fluorescence polarization | AID 693; in the data active = inhibition above about 34%, passing the limit was not always enough
sEH inh: inhibitors of human soluble epoxide hydrolase; P34913; recombinant human sEH enzymatic activity assay; inhibition, % at 2 µM; actives 0.34% (n = 91,000); in the data active = inhibition above about 80%; note: values of inactives mirror those of a sister screen read the other way; many of its hits are not listed in these tables
Target sequence (P34913 whole entry, looked up): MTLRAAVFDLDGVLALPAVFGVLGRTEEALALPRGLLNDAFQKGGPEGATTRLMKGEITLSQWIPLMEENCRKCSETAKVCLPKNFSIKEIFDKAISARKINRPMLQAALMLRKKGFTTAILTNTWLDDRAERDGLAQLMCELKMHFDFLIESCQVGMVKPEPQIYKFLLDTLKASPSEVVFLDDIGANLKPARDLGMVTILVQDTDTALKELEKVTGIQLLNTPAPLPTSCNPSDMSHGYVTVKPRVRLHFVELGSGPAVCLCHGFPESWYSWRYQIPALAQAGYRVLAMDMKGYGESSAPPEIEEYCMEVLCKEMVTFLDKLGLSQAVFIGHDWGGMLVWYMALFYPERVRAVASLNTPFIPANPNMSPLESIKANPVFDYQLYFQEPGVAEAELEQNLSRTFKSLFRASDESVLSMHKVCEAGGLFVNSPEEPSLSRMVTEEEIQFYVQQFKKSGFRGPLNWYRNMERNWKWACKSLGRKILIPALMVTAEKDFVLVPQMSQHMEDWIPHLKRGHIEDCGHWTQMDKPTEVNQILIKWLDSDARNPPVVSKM
* marks the source's active call; other numbers are inactive results; ? = inconclusive; / = not tested or not shown. An unsorted share of the library, and some 3.4% of all compounds hit somewhere here.

The line under a structure holds: IL1B cytotox, E coli WT exp, TNFa cytotox, DAT uptake mod, PLK1 kinase inh, cytoskel mod, VCAM1 TNFa inh, PLK1 PBD inh, sEH inh
> CC1CCc2nn(CC(=O)NCCN3CCOCC3)cc2C1 (stereo unspecified)
→ 18, -2, -4, -0.048, -8, 4, 1, 7, 3
> COc1ccc(CNC(=O)CSc2ncn[nH]2)cc1
→ -55, 8, -52, -0.23, -1, 4, 9, 18, 10
> Cc1onc(-c2ccccc2Cl)c1C(=O)Nc1nnc(-c2ccc(F)cc2)s1
→ -2, -10, -30, 2.7*, -8, 9, 15, -13, -1
> CCOC(=O)c1cnc2c(C(=O)OC)cccc2c1NCCN1CCOCC1
→ 17, -1, -9, 0.65, -10, 8, 38, 0, 6
> CC(C)CCNC(=O)c1ccc(C2SCC(=O)N2Cc2ccco2)cc1 (stereo unspecified)
→ -21, /, -12, 1.5, -12, 4, -5, 8, 56
> CSCCC(NC(=O)C12CC3CC(CC(C3)C1)C2)C(=O)OCC(=O)c1ccc(Cl)cc1 (stereo unspecified)
→ -35, -7, -4, 0.28, -19, 9, 14, 0, 1
> CCCOc1ccc(N2C(=O)CC(N3CCN(c4nc5ccccc5s4)CC3)C2=O)cc1 (stereo unspecified)
→ -3, 0, 6, -0.64, -4, -17, -4, 18, -1
> Cc1ccc(/C=C2\CCC3=C2OC(N)=C(C#N)C3c2ccc(C)cc2)cc1 (stereo unspecified)
→ 21, -12, 10, 1.5, -9, 4, -3, -120, -5
> COC(=O)C(C(=O)OC)N1C(=O)CCC1=O
→ -23, 0, -28, -1.1, -12, -7, 14, -25, -1
> CCC(=O)N1CCN(c2cc(C)ccc2C)CC1
→ -35, -3, -17, -0.61, -5, -5, -3, 19, 8
> Cc1nn(C2CCS(=O)(=O)C2)c(Cl)c1/C=C/C(=O)OCC(=O)Nc1ccccc1OC(F)F (stereo unspecified)
→ -1, -1, 18, 0.71, -5, -8, 6, -30, -6
> CCCS(=O)(=O)N1CCCC(C(=O)NCCCOCC)C1 (stereo unspecified)
→ 18, -5, 6, 0.56, -13, 10, 1, 1, 10
> CCOc1cc(C)c(C(C)C)cc1S(=O)(=O)N1CCN(C)CC1
→ 3, 9, -7, 0.19, -16, 7, 12, -11, 8
> Cc1cnc(C(=O)OCC(=O)NC2CCCCC2)cn1
→ -18, -5, -9, 0.62, -6, 0, -15, -14, 12
> CS(=O)c1ccccc1COC(=O)Nc1ccc(Cl)cc1 (stereo unspecified)
→ -67, 11, 4, 0.41, -3, -1, -5, -28, 4
> Cn1c(SCC(=O)NCc2ccco2)nnc1-c1c[nH]c2ccccc12
→ /, 2, /, 1.4, 65*, /, /, -15, /
> Cc1cccc(OCCCC(=O)Nc2ccc(S(=O)(=O)Nc3onc(C)c3C)cc2)c1C
→ -2, 3, -12, -0.067, -8, -8, -5, -19, 10
> CCCn1c(SC2C(=O)CC(C)(C)CC2=O)nc2c1c(=O)n(C)c(=O)n2C
→ -9, -10, -39, -0.84, -13, 3, -5, -8, -2
> CC[N+](CC)(CCO)CCCN1C(=O)C2CC=C(Cl)CC2C1=O (stereo unspecified)
→ -10, -5, -18, 0.15, -1, -5, 11, -10, -13
> Cc1csc(NC(=O)CSc2nnnn2C)n1
→ -7, /, -16, -0.46, -8, -14, -3, -11, 8

Part of the list above with just cytoskel mod.
SMILES | cytoskel mod
CCCOc1ccc(N2C(=O)CC(N3CCN(c4nc5ccccc5s4)CC3)C2=O)cc1 (stereo unspecified) | -17
Cc1ccc(/C=C2\CCC3=C2OC(N)=C(C#N)C3c2ccc(C)cc2)cc1 (stereo unspecified) | 4

Next section:
The line under a structure holds: IL1B cytotox, E coli WT exp, TNFa cytotox, DAT uptake mod, PLK1 kinase inh, cytoskel mod, VCAM1 TNFa inh, PLK1 PBD inh, sEH inh
> COc1nnc(-c2ccc(C)c(S(=O)(=O)NCCO)c2)c2ccccc12
→ -36, -2, -4, 0.96, -6, 8, 8, -9, 2
> COc1ccc(OC)c(C(=O)c2ccc(C(=O)O)cc2)c1
→ 8, -4, -42, -1.2, 10, 5, 7, -13, -8
> CCCOC(=O)c1ccc(NC(=O)Oc2ccccc2)cc1
→ -26, 9, 100*, 0.26, -5, -22, ?, 1, -5
> CC(C)C(=O)N(c1ccc2oc(=O)sc2c1)S(=O)(=O)c1cccs1
→ -3, -6, -17, -0.94, -19, -8, 9, -15, 4
> COc1ccc(C2CC(C)=NN2C=O)cc1OC (stereo unspecified)
→ -73, -1, -24, 1.5, -14, 6, -33, -19, -3
> COc1ccc(OC)c(C2/C(=C(\O)c3ccc(OC)c(Cl)c3)C(=O)C(=O)N2CCN(C)C)c1 (stereo unspecified)
→ 22, -10, 10, 0.77, -15, -14, -11, 16, 0
> COc1ccccc1-c1c(C(F)(F)F)oc2cc(OC(=O)c3ccccc3[N+](=O)[O-])ccc2c1=O
→ -103, 0, -22, -0.00071, -6, 13, -11, -5, 9
> Cc1ccc2nc(SCc3ccc([N+](=O)[O-])cc3)nc(C)c2c1
→ -4, -11, -1, -0.99, -5, 7, 0, -20, 5
> CCOC(=O)Cn1nnnc1C(C(C)C)N(Cc1cc2c(C)cc(C)cc2[nH]c1=O)C1CCCC1 (stereo unspecified)
→ 20, 3, -3, -0.083, -7, 37, -2, 0, 13
> FC(F)(F)c1nnc2c(Sc3ccccc3)nc3ccccc3n12
→ 24, -1, 13, -0.47, -6, -26, 3, 17, 0
> O=C(COC(=O)C1(c2ccccc2F)CCCC1)NC1CCS(=O)(=O)C1 (stereo unspecified)
→ -10, -13, 1, -0.31, -5, 2, 95*, 9, 12
> CCN1C(=O)N(CC)C2NC(=S)NC21 (stereo unspecified)
→ 0, -6, 7, 0.097, -5, -31, -2, 3, -6
> Cc1ccc(OC(=S)Nc2ccc(O)cc2)cc1
→ -24, /, -32, -0.1, -4, 1, 12, -11, -8
> O=C(CC1COc2ccccc2O1)NC1CCCCC1 (stereo unspecified)
→ -10, -2, 6, 0.064, -2, -5, 14, -1, 62
> CCCCOC(=O)CSC1=C(C#N)C(c2ccccc2OCC)C(C#N)C(=O)N1 (stereo unspecified)
→ -8, 9, 11, 2, -20, -38, -6, 19, -17
> Cc1cc(C)n2c(SCC(=O)Nc3ncc(C(F)(F)F)cc3Cl)nnc2n1
→ -7, -1, -32, -0.71, -5, 22, 8, -10, 2
> Cn1c(=O)[nH]c(=O)c2c1nc1n2CCCN1CCc1ccccc1
→ -32, 8, -3, 0.057, -6, -7, 9, -16, -13
> Cc1ccc(Cl)cc1N1CCN(Cc2cc3c(cc2O)CCC3)CC1
→ 4, -15, -7, 0.08, -10, 8, 10, -1, -2
> O=C(OCN1C(=O)c2ccccc2C1=O)c1ccc2c(=O)n3c(nc2c1)CCC3
→ -11, /, -2, /, -6, 3, 9, -20, 12
> CCN(CC)c1nc(-c2cccc(OC)c2O)nc2ccccc12
→ -115, -3, -4, -0.38, -12, 0, 13, -5, -5
> NC(=O)CSc1nc2sc(-c3ccccc3)cc2c(=O)n1N
→ -44, -17, -2, /, -4, -20, 7, 3, -4
> O=C1C2C3CCC(C3)C2C(=O)N1CNc1ccc(F)cc1 (stereo unspecified)
→ 6, 0, -3, -0.74, -4, 5, -16, -22, -4
> CCOc1ccc2nc(NCCCNS(=O)(=O)c3ccc(C)cc3)c(C#N)cc2c1
→ -8, /, -10, -0.2, -12, 4, 17, -2, 4
> Cc1noc(/C=C/N(C)C)c1S(=O)(=O)NC1CCCCC1
→ -8, -11, -24, 0.29, -11, 3, 7, 3, 6
> O=C(OCn1ncc(Br)c(Br)c1=O)c1ccccc1Cl
→ 44, 12, 32, 0.55, -11, -4, 34, -3, -4
> Cc1c(CCC(=O)O)c(=O)n2c([nH]c3ccccc32)c1C#N
→ -5, -5, 18, -0.3, -2, -4, -6, 5, -1
> O=C(CC(NS(=O)(=O)c1ccc(Cl)cc1)c1ccco1)NCc1ccco1 (stereo unspecified)
→ -23, -1, -42, 0.048, 2, 4, 9, 2, -6
> CC(=NCc1ccccc1)C1=C(O)COC1=O
→ 18, -9, 0, -0.72, 1, 7, -14, 15, -9
> CC1CCCN(CCOCCOc2ccc(Cl)cc2Br)C1 (stereo unspecified)
→ -79, 28, -17, -0.96, 0, 12, -8, -19, -14
> O=C(NCC(=O)N(c1ccccc1F)C(C(=O)NCC1CCCO1)c1ccccc1)c1ccco1 (stereo unspecified)
→ 6, -9, -39, -0.019, 3, 46, 6, -8, 11
> CC(=O)NCCn1c(SCC(=O)NCCC(C)C)nc2ccccc2c1=O
→ 2, 5, -9, -0.53, -8, -8, 15, 15, -5
> Cc1c(C(=O)N2CCOCC2)sc(NC(=O)c2ccc3c(c2)OCO3)c1C#N
→ 26, -6, 11, -0.92, 1, -6, 4, -9, 11
> COc1cc(Cl)c(C)cc1NC(=O)CSC
→ -34, 0, -8, -0.52, -16, -8, 10, 3, -11

Not a retest: entries from further up.
The line under a structure holds: IL1B cytotox, E coli WT exp, TNFa cytotox, DAT uptake mod, PLK1 kinase inh, cytoskel mod, VCAM1 TNFa inh, PLK1 PBD inh, sEH inh
> O=C1C2C3CCC(C3)C2C(=O)N1CNc1ccc(F)cc1 (stereo unspecified)
→ 6, 0, -3, -0.74, -4, 5, -16, -22, -4
> CCOc1ccc2nc(NCCCNS(=O)(=O)c3ccc(C)cc3)c(C#N)cc2c1
→ -8, /, -10, -0.2, -12, 4, 17, -2, 4
> Cc1noc(/C=C/N(C)C)c1S(=O)(=O)NC1CCCCC1
→ -8, -11, -24, 0.29, -11, 3, 7, 3, 6
> O=C(OCn1ncc(Br)c(Br)c1=O)c1ccccc1Cl
→ 44, 12, 32, 0.55, -11, -4, 34, -3, -4
> Cc1c(CCC(=O)O)c(=O)n2c([nH]c3ccccc32)c1C#N
→ -5, -5, 18, -0.3, -2, -4, -6, 5, -1
> O=C(CC(NS(=O)(=O)c1ccc(Cl)cc1)c1ccco1)NCc1ccco1 (stereo unspecified)
→ -23, -1, -42, 0.048, 2, 4, 9, 2, -6
> CC(=NCc1ccccc1)C1=C(O)COC1=O
→ 18, -9, 0, -0.72, 1, 7, -14, 15, -9
> CC1CCCN(CCOCCOc2ccc(Cl)cc2Br)C1 (stereo unspecified)
→ -79, 28, -17, -0.96, 0, 12, -8, -19, -14
> O=C(NCC(=O)N(c1ccccc1F)C(C(=O)NCC1CCCO1)c1ccccc1)c1ccco1 (stereo unspecified)
→ 6, -9, -39, -0.019, 3, 46, 6, -8, 11
> CC(=O)NCCn1c(SCC(=O)NCCC(C)C)nc2ccccc2c1=O
→ 2, 5, -9, -0.53, -8, -8, 15, 15, -5
> Cc1c(C(=O)N2CCOCC2)sc(NC(=O)c2ccc3c(c2)OCO3)c1C#N
→ 26, -6, 11, -0.92, 1, -6, 4, -9, 11
> COc1cc(Cl)c(C)cc1NC(=O)CSC
→ -34, 0, -8, -0.52, -16, -8, 10, 3, -11
